AHR activator – AHR activators, primary screen, cell-based, luminescence, luciferase reporter, human; Aryl hydrocarbon receptor (Homo sapiens), P35869; AHR-responsive luciferase reporter cells; activation, % at 5 µM; 2.5% of 320,000 active; in the data active = activation above about 47%;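 note: 0% = vehicle wells and 100% = reference agonist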
Target sequence (P35869 whole entry, looked up): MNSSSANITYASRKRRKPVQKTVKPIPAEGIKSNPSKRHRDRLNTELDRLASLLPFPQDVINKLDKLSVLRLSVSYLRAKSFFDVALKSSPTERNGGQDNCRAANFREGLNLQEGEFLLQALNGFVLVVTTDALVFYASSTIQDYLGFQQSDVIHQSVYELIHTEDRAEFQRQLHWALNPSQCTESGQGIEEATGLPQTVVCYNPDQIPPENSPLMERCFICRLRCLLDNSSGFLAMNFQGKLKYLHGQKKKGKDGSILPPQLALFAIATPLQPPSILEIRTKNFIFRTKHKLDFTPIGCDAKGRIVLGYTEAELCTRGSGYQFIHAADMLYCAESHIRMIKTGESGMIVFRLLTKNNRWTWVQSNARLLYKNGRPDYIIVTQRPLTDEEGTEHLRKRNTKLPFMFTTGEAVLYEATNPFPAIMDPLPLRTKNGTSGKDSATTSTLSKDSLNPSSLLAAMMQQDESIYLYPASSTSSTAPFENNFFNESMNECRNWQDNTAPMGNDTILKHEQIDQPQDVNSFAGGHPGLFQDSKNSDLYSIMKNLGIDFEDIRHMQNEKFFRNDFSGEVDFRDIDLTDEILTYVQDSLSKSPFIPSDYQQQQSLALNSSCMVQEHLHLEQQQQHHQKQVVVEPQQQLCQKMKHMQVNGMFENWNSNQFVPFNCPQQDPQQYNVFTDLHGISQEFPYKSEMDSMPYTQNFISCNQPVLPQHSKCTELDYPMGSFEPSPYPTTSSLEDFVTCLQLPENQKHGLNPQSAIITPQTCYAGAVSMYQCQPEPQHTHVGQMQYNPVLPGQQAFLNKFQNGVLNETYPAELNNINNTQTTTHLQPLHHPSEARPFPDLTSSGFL
JMJD2C inh – inhibitors of GASC-1 histone demethylase, primary screen, biochemical, fluorescence, DELFIA europium. GST-JMJD2C(1-420) H3K9me3 demethylation. inhibition, % at 2.35 µM. Lysine-specific demethylase 4C (Homo sapiens), Q9H3R0. 0.069% of 330,000 active;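 active = more than half of a compound's replicate wells show inhibition beyond 50%, single wells judged on their own value; inconclusive = some, but no more than half, of replicates pass 50% inhibition; inactive = no replicate passes 50% inhibition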;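 note: signal counts dimethyl H3K9 product captured on neutravidin plate; 0% = median of DMSO wells and 100% = 0.3 times that DMSO median; strong numbers were not always called active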
MEP2-GFP yeast – modulators of MEP2-GFP levels in yeast, primary screen, S. cerevisiae, multiplex flow cytometry, MLPCN library; 0.51% of 330,000 active; S. cerevisiae MEP2-GFP strain, 3 h; 100% = DMSO control level; GFP response vs DMSO, % at 10 µM; AID 2016, 2009;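 active = GFP response versus DMSO above a set limit, roughly screen mean plus 3 SD, cut at about 180% in these data; inconclusive = fewer than 70 cells counted for a yeast strain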;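 note: median GFP fluorescence of the barcode-gated MEP2-GFP cells per well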
LAP4-GFP MLPCN – modulators of LAP4-GFP expression in yeast, primary screen, S. cerevisiae, multiplex flow cytometry, MLPCN library; 3 h; median GFP as percent of DMSO wells; GFP response vs DMSO, % at 10 µM; 0.34% of 320,000 active; AID 2023, 2009;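 active = GFP response vs DMSO above a set limit, about the screen mean plus 3 SD, cut at about 150% in these data; inconclusive = under 70 cell events counted for the yeast strain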
RPL19A-GFP yeast – RPL19A-GFP expression modulators in yeast, primary screen, cell-based, S. cerevisiae, multiplex flow cytometry, MLPCN; percent response vs DMSO, % at 10 µM; 0.3% of 330,000 active; S. cerevisiae RPL19A-GFP strain, 3 h; hits give low values;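 active = percent response vs DMSO below 50%; inconclusive = fewer than 70 events counted for the yeast strain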;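 note: median channel GFP fluorescence of the barcoded RPL19A-GFP strain; ratio of sample median GFP to plate DMSO average so 100% = DMSO; lower means less RPL19A-GFP as with rapamycin TOR inhibition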
procasp3 activ – activators of human procaspase-3 D3A mutant, primary screen, biochemical, absorbance, PC-3 D3A mutant, single concentration. Caspase-3 (Homo sapiens), P42574. recombinant procaspase-3 D3A, Ac-DEVD-pNA absorbance 405 nm. activation, % at 8.5 µM. 0.11% of 330,000 active;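 active = activation above the mean of all tested compounds plus 3 SD, cut at about 21% in these data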;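 note: 0% = DMSO alone and 100% = DMSO wells spiked with extra 5 µM PC-3 D3A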
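Assay system – Procaspase-3 D3A mutant, all three cleavage aspartates alanine · Controls – DMSO-only low control, 5 µM PC-3 D3A high control · Schedule – 1 h compound preincubation, 2 h substrate hydrolysis at 25 °C · Signal – 405 nm absorbance of p-nitroaniline, reads at 0 and 120 min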
CR mimetic SO – reduction of superoxide in aged yeast, primary screen, HTS. superoxide response (% of plate mean), % at 10 µM. AID 2690, 2010. S. cerevisiae aged cells, superoxide DHE fluorescence; hits give low values. 0.18% of 330,000 active;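 active = superoxide response under a set limit, about three screen SD below normal, cut at about 65% in these data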;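 note: yeast aged for seven days with compound at 30 °C before DHE staining; 100% = average MFI of all compound-treated wells on the plate with controls excluded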
proCasp7 act – procaspase-7 activators, primary screen, counter-screen for procaspase-3 activator project, biochemical, absorbance, HTS, human; recombinant procaspase-7, Ac-DEVD-pNA absorbance 405 nm; D23A/D198A/D206A triple mutant, cannot self-cleave; scale: DMSO 0, 5 µM enzyme 100; Caspase-7 (Homo sapiens), P55210; 0.093% of 330,000 active; AID 463210, 2010; activation, % at 8.5 µM;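 active = percent activation above the screen-wide mean plus 3 SD, cut at about 25% in these data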
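Assay system: Uncleavable procaspase-7 mutant enzyme; Input: 2 µM procaspase-7 mutant as dispensed; Also added: DEVD-pNA substrate; Medium: Zinc-free HEPES pH 7.4 with 300 mM NaCl, 0.01% Triton X-100; Timing: 1 h compound preincubation, 2 h substrate cleavage, 25 °C; Measured by: Epi-absorbance of released pNA at 405 nm, two timepoints.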
Active calls of the source: *; ? = inconclusive; / = not tested or not shown; & = joins results of further samples; [ ] = remark or other dose. A portion of the library; the hit share may differ from the screen's.

SMILES	AHR activator	JMJD2C inh	MEP2-GFP yeast	LAP4-GFP MLPCN	RPL19A-GFP yeast	procasp3 activ	CR mimetic SO	proCasp7 act
O=c1c2ccccc2nc(-c2ccco2)n1-c1ccccc1	4	10	102	109	98	5	90	4
O=C1NC(c2cc3ccccc3nc2Cl)Nc2ccccc21 (stereo not given)	5	-2	98	81	99	-4	96	1
O=C(Nc1ccccc1)OC1CN=C(N[N+](=O)[O-])NC1 (stereo not given)	-1	1	97	98	94	0	97	5
CN(C)C(=O)Oc1ccc(C(=O)c2ccccc2)cc1	8	-2	100	106	99	6	87	-4
O=C(CCNC(=O)N1C[C@H]2C[C@@H](C1)c1cccc(=O)n1C2)Nc1ccc(F)cc1	-1	-18	100	106	96	8	105	-6
COc1cc2c3c(c1OC)Oc1ccc(cc1)C[C@H]1c4c(cc(OC)c(OC)c4Oc4ccc(cc4)C[C@@H]3N(C)CC2)CCN1C	-2	/	98	95	97	6	100	4
COC(=O)C1=C(c2ccc(-c3ccccc3)c(F)c2)C[C@@H]2CC[C@H]1N2C(=O)NCCc1ccccc1	-2	-3	93	100	96	6	95	6
COc1ccccc1N1CCN(Cc2cnc(-c3ccccc3)[nH]2)CC1	0	-5	101	107	101	3	93	4
Cc1[nH]c2ccc(OC(F)(F)F)cc2c1CCNCc1ccc(Cl)cc1	/	-1	110	106	103	/	109	/
c1ccc(CCNCc2ccccc2)cc1	-2	0	95	97	109	-3	95	-3
CCCCOCCCn1c(N)c(C(=O)OC(C)COC)c2nc3ccccc3nc21 (stereo not given)	0	0	97	95	97	-1	94	-7
Fc1ccc2c(c1)nnn2C1CCN(Cc2ccccc2)CC1	-5	8	102	100	98	-3	87	20
C[C@]12CCC(=O)C(O)=C1CC[C@@H]1[C@@H]2CC[C@]2(C)C(=O)CC[C@@H]12	-4	-12	90[may fluoresce red]	454*[may fluoresce red]	?	1	94	-4
CC1(C)CSC(Nc2ccc(F)c(Cl)c2)=N1	2	5	93	88	99	8	95	8
COC(=O)c1c(C)n(Cc2ccco2)c2ccc(O)cc12	14	10	?	?	?	-2	91	0

Reformatted field by field: 2 of the compounds above
> CN(C)C(=O)Oc1ccc(C(=O)c2ccccc2)cc1
- AHR activator: 8
- JMJD2C inh: -2
- MEP2-GFP yeast: 100
- LAP4-GFP MLPCN: 106
- RPL19A-GFP yeast: 99
- procasp3 activ: 6
- CR mimetic SO: 87
- proCasp7 act: -4
> CC1(C)CSC(Nc2ccc(F)c(Cl)c2)=N1
- AHR activator: 2
- JMJD2C inh: 5
- MEP2-GFP yeast: 93
- LAP4-GFP MLPCN: 88
- RPL19A-GFP yeast: 99
- procasp3 activ: 8
- CR mimetic SO: 95
- proCasp7 act: 8

(list continues)
SMILES	AHR activator	JMJD2C inh	MEP2-GFP yeast	LAP4-GFP MLPCN	RPL19A-GFP yeast	procasp3 activ	CR mimetic SO	proCasp7 act
CCOc1cc(C=C2C(=O)NC(=O)NC2=O)cc([N+](=O)[O-])c1O	0	31	106	100	101	1	98	-18
CN=C(SCc1cc2c(cc1Cl)OCO2)c1c(O)n(C)c(=O)n(C)c1=O	20	54	89	96	100	-8	92	-20
CC12CN3CCN(C1)CC(C)(C3)C2=NO	3	-20	102	111	103	0	116	4
O=C(c1cccs1)c1cn(Cc2ccccc2Cl)c2ccccc12	0	-1	97	85	100	4	102	5
CCOc1ccc(N2C(=O)NC(=O)/C(=C\c3ccc(N4CCCCC4)o3)C2=O)cc1	1	19	70	98	102	-3	100	4
CCOC(=O)c1[nH]c(C)c(C(=O)N2CCC3(CC2)OCCO3)c1C	-1	-32	101	108	105	3	93	9
COc1cc(/C=C2\C(=O)NC(=O)N(c3ccccc3)C2=O)cc(OC)c1OC	1	15	107	106	98	-4	90	-14
O=c1[nH]c(=S)n(C2CC2)c(O)c1C=Nc1ccc2c(c1)OCO2	14	4	102	104	104	-9	101	-21
CC1=C[C@@H]2c3cccc4[nH]cc(c34)C[C@H]2N(C)C1	8	5	105	100	105	-3	110	-5
Cc1[nH]c2c(C(F)(F)F)cccc2c1CCN	27	8	102	101	103	6	99	7
O=C1OCCC1NC1=NCCC1 (stereo not given)	-1	-3	100	95	100	-1	88	-4
Cc1nc2cc([N+](=O)[O-])ccc2c(=O)n1-c1ccc(Br)cc1	87*	-4	106	93	107	9	92	3
CCN(CC)C(=O)c1ccc(NC(=O)c2ccc3c(c2)NC(=O)CS3)cc1	1	7	92	97	97	-5	103	0
Cn1cc(C=C(C#N)C#N)c2ccccc21	-1	6	99	125	103	1	96	11
C[N+]12CCC(CC1)C(C#N)(N1CCOCC1)C2 (stereo not given)	-3	13	105	104	101	0	100	-8
CCCCCCC(C)(C)c1ccc([C@@H]2C[C@H](O)CC[C@H]2CCCO)c(O)c1	-3	-21	97	106	101	-1	94	-4
O=c1[nH]c(=S)n(-c2cccc(Cl)c2)c(O)c1C=NCCN1CCNCC1	-2	12	100	99	101	-2	104	11
Cc1ccc(NC2=NCCCS2)cc1Cl	1	0	102	105	102	-4	105	7
Cn1c(O)c(C(=N)COc2ccccc2)c(=O)n(C)c1=O	12	27	106	100	99	1	95	5
O=C(C[N+]12CCC(CC1)C(CO)C2)c1ccc(Br)cc1 (stereo not given)	-3	-18	96	102	99	8	106	2
CC12CN3C(O)C(C)(C1)CC(C)(C2)C3O (stereo not given)	1	4	108	100	102	1	103	-4
O=C(NC1CCCCC1)[C@@H]1CC=C[C@@H]2CCN(Cc3ccccc3)C(=O)[C@@H]21	7	7	96	102	96	4	107	-5
COC(=O)C(O)(c1ccc(N=Cc2ccccc2O)c(C)c1)C(F)(F)F (stereo not given)	1	0	100	101	107	0	76	-7
COc1cc(Br)c(CNCCc2ccc3c(c2)OCO3)cc1OC	5	11	104	100	111	7	118	0
CC12CN3CC(C)(CN(C1)C3c1cccs1)C2 (stereo not given)	-1	2	105	100	103	2	102	11
Cc1cc(OCCCC(=O)NCc2cccs2)ccc1Cl	-1	-1	105	99	103	3	88	-2
CCN(CC)C(=O)c1ccc(NC(=O)CSc2nnnn2-c2cc(OC)ccc2OC)cc1	-3	-3&-24	106	104	104	9	108	-10
CC(C)Oc1cccc(C(=O)C2CCCN(C3CCOCC3)C2)c1 (stereo not given)	4	-17	97	91	94	5	71	4
CCN1C(=O)C(=C2C=C(C)OC(C)=C2)C(=O)N(CC)C1=S	-2	6	108	107	102	2	106	-9
CSc1ncc(Cl)c(C(=O)O)n1	1	4	104	104	105	0	102	7
Cn1c(O)c(/C=N/N2CCOCC2)c(=O)n(C)c1=S	5	5	100	106	96	-13	114	-7
CC(C)NC(C)C(=O)C12CC3CC(CC(C3)C1)C2 (stereo not given)	-1	8	109	104	99	4	100	8
CN(C)C(=O)Oc1ccnc2cc(Cl)ccc12	3	5	97	101	95	-2	94	0
CN(C)C(=O)Oc1cccc(-c2cn3cc(Cl)ccc3n2)c1	8	14	97	94	108	2	98	-2
O=C(OCC(=O)c1ccc([N+](=O)[O-])cc1)/C(=C\c1ccc(Cl)cc1)NC(=O)c1ccccc1	0	1	97	97	93	-23	139	-38
O=c1[nH]c(O)c(C=Nc2cc(F)cc(F)c2)c(=O)[nH]1	3	9	106	93	102	-4	95	-11
CCCOC(=O)COc1cc(C)cc2oc(=O)c3c(c12)CCC3	-1	-9	106	101	102	11	94	0
FC(F)(F)c1ccccc1CN1CCN(Cc2ccccc2)CC1	8	-4	100	104	104	1	103	-8
COC(=O)C1=C(c2ccc(S(C)(=O)=O)cc2)C[C@@H]2CC[C@H]1N2C(=O)NC1CC1	1	-1	94	107	96	1	105	3
Cc1cc(OCC(=O)N2CCC(C(=O)O)(c3ccccc3)CC2)c2c(C)c(C)c(=O)oc2c1	-1	-6	100	107	101	1	79	2
CC(=O)OC1N=C(c2ccccc2)c2cc(Br)ccc2NC1=O (stereo not given)	-2	-20	105	106	112	6	97	7
O=C1NC(=O)N(Cc2ccc(F)cc2)C(=O)/C1=C\c1ccc(N2CCCC2)cc1	2	-42	96	95	100	-15	85	-11
Cc1ccc(C2=NCC(=O)N(CC(=O)N3CCCCC3)c3sc(C)c(C)c32)cc1	-1	1	107	103	102	-3	93	0
CCc1ccc(CN2CCN(C(=O)Cc3ccccc3)CC2)cc1	1	-5	101	100	97	-6	101	3
CNCCc1ccccc1	2	7	110	106	100	-2	79	5
c1ccc(NC2=NCCS2)cc1	1	-6	110	114	109	-6	107	-9
C=CCN(c1ccc(C(=O)N(CC)CC)cc1)S(C)(=O)=O	-1	2	97	101	97	11	86	4
COc1ccc(C(=O)C2CCCN(Cc3cnc(C)s3)C2)c(OC)c1 (stereo not given)	0	-7	100	93	96	-4	109	5
O=C1c2ccccc2C(=O)N1Cc1nc2ccccc2c(=O)n1-c1ccccn1	-1	0	81	85	90	8	85	5
CC1(C)OC(c2ccccc2)=C/C(=C/C=C2C(=O)NC(=S)NC2=O)O1	0	43	126	179*	92	-9	111	-15
O=c1[nH]c(=O)n(C2CCCCCC2)c(O)c1C=NCc1cccnc1	3	1	102	109	100	-7	92	-2
Oc1cccc(/C=N/NP(=S)(c2ccccc2)c2ccccc2)c1	1	7	104	102	100	7	100	-2
CCOC(=O)c1cc(CC)sc1/N=C/C1C(=O)NC(=S)NC1=O	1	14	103	103	92	-14	101	-18
Cc1cccc(NC(N)=S)c1	2	13	99	99	100	4	98	0
O=C(Cc1ccccc1)N1CCN(CC2CC3C=CC2C3)CC1 (stereo not given)	-1	6	98	99	96	2	94	1
CC12CC[C@H]3[C@@H](CCC4(O)C[C@H](O)CCC34/C=N/NC(=O)c3ccccc3O)C1(O)CCC2C1=CC(=O)OC1 (stereo not given in full)	20	-1	107	101	98	0	100	3
CC(=NCCO)c1c(O)n(C)c(=O)n(C)c1=O	-1	1	101	94	100	2	80	-8
C[C@H]1OC[C@@H](C[N+](C)(C)C)O1	-2	-1	91	105	99	-6	102	-5
CCN(CC)CCN=Cc1c(O)n(CCC2=CCCCC2)c(=O)[nH]c1=O	-2	2	93	90	92	8	99	2
CCCCCn1c(=O)c(C(=O)Nc2ccccc2S(N)(=O)=O)c(O)c2ccccc21	3	2	104	94	103	1	97	6
CN(C)C(=O)Oc1ccc2ccccc2c1Cl	-7	-1	110	112	109	6	92	7
Cc1nc2ccccc2c(=O)n1-c1cc(F)ccc1F	-2	0	91	95	88	4	88	4
O=[N+]([O-])c1cc2c(cc1CNCCc1ccc3c(c1)OCO3)OCO2	14	51	102	97	101	-2	104	9

Bioassay records from PubChem BioAssay.
